# EBNA-1 inhibitor = blocks EBNA-1 binding to DNA; EBNA-1 DNA binding, fluorescence polarization; 0.34% of 300,000 active; inhibition, % at 14.8 µM; AID 1950; in the data active = inhibition above about 28%
# LYPLA1 counter = LYPLA1 (human) inhibition in PME1 counter-screen. inhibition, % at 5.9 µM. O75608. 0.16% of 320,000 active. AID 2174. recombinant LYPLA1, FP-Rh probe fluorescence polarization;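 active = inhibition above the mean of all tested compounds plus 3 SD, set per campaign, cut at about 14% in these data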;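 also: inhibitors block serine hydrolase probe labeling of LYPLA1 so polarization falls; 0% = enzyme with DMSO and 100% = wells lacking LYPLA1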
# Target sequence (O75608 whole entry, looked up): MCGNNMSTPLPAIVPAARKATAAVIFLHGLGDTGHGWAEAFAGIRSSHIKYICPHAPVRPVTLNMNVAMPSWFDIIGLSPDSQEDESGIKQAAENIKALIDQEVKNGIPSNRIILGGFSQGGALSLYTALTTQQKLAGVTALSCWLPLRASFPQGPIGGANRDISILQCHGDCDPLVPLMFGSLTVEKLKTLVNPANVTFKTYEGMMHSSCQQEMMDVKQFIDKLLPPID
# ZTA counter = counter-screen for EBNA-1 inhibitors: inhibitors of Epstein-Barr virus ZTA | inhibition, % at 11 µM | P03206 | 0.15% of 320,000 active | ZTA-DNA binding, fluorescence polarization; in the data active = inhibition above about 33%
# Target sequence (P03206 whole entry, looked up): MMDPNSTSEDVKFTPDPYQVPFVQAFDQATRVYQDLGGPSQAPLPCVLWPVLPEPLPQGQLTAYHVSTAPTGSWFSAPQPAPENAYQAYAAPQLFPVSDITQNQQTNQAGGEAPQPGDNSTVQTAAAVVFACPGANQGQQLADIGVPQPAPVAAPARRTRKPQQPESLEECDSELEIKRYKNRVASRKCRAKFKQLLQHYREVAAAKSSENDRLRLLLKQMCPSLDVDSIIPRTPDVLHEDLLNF
# PAD4 FP inh = inhibitors of human PAD4; recombinant PAD4, RCA probe fluorescence polarization; 0.41% of 330,000 active; inhibition, % at 6.36 µM; Q9UM07;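 active = percent inhibition above a cutoff equal to the mean of all tested compounds plus 3 SD, cut at about 15% in these data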;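 also: 0% = PAD4 with RCA probe and DMSO and 100% = probe without PAD4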
# LYPLA2 counter = LYPLA2 (human) inhibition in PME1 counter-screen; AID 2177; O95372; 0.38% of 320,000 active; recombinant LYPLA2, FP-Rh probe fluorescence polarization; inhibition, % at 5.9 µM;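 active = inhibition above the screen-wide mean plus 3 SD, limit set per campaign, cut at about 26% in these data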;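 also: 0% = LYPLA2 with DMSO and 100% = wells lacking LYPLA2 enzyme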
# PAFAH2 inh = PAFAH2 (human) inhibition; inhibition, % at 3.39 µM; 0.99% of 340,000 active; Q99487; recombinant PAFAH2, FP-rhodamine activity probe, fluorescence polarization;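 active = inhibition above the mean over all tested compounds plus 3 SD, cut at about 30% in these data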;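 also: inhibitors block probe labeling of enzyme so polarization drops; 0% = enzyme with DMSO and 100% = wells lacking PAFAH2 protein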
# GSTO1 inh = blocks human GSTO1 in RBBP9 counter-screen | AID 1974 | recombinant GSTO1, activity-based probe fluorescence polarization | P78417 | inhibition, % at 5.96 µM | 1.1% of 300,000 active;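 active = inhibition above the campaign mean inhibition plus 3 SD, cut at about 35% in these data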;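 also: 0% = GSTO1-1 with DMSO and 100% = wells lacking GSTO1-1 enzyme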
# Target sequence (P78417 whole entry, looked up): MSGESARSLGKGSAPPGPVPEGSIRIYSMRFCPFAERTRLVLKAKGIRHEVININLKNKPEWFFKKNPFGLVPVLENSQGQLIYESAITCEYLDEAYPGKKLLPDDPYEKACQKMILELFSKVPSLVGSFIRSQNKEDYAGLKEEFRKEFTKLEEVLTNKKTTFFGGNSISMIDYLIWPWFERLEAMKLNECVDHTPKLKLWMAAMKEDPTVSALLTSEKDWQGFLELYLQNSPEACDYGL
# PREPL inh = inhibitors of human prolyl oligopeptidase-like enzyme PREPL; Q4J6C6; recombinant PREPL, fluorescence polarization activity-based probe; inhibition, % at 5.96 µM; 0.68% of 320,000 active; in the data active = inhibition above about 43%;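 also: 0% = enzyme with DMSO and 100% = wells lacking enzyme; many of its hits are not listed in these tables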
# PAFAH1B3 inh = inhibitors of human PAFAH1B3; Q15102; recombinant PAFAH1B3, FP-rhodamine probe, fluorescence polarization; inhibition, % at 3.39 µM; 0.28% of 340,000 active; AID 492972;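 active = inhibition above the screen-wide average of all tested compounds plus 3 SD, cut at about 25% in these data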;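 also: 0% = enzyme with DMSO only and 100% = wells lacking PAFAH1B3 protein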
# Target sequence (Q15102 whole entry, looked up): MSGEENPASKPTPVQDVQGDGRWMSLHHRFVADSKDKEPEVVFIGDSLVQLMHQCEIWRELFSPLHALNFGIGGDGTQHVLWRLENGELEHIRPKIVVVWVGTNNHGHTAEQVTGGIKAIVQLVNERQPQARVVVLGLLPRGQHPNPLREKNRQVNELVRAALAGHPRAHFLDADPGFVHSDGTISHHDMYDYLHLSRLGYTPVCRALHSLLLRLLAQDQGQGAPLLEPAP
# An asterisk follows results filed as active; . = not tested or not shown. An excerpt; rates above refer to the full screens.
mol	EBNA-1 inhibitor	LYPLA1 counter	ZTA counter	PAD4 FP inh	LYPLA2 counter	PAFAH2 inh	GSTO1 inh	PREPL inh	PAFAH1B3 inh
O=C(c1ccco1)N1CCN=C1SCc1ccc(F)cc1	0.8	-1.7	1.2	-1.5	-0.8	4.5	-2.6	-2.4	5.5
O=C(COC(=O)C1CCN(c2ccc(C(F)(F)F)cn2)CC1)Nc1ccc(Cl)cc1	4.4	-13.1	2.7	3.3	-19.7	12.1	-15.2	-11.0	-5.5
CC(C)(C)c1cc(-c2csc(Nc3ccccc3)[n+]2Cc2ccc(C(=O)O)cc2)cc(C(C)(C)C)c1O	-1.6	1.3	-11.7	1.0	4.2	4.9	-3.7	-3.7	-1.3
CCC(C)NC(=O)COC(=O)c1csc2c1CCCC2 (stereo not drawn)	-1.1	2.1	-2.2	-6.7	2.1	57.0*	2.5	-1.5	-5.6
CC(C)n1c(SCC(=O)NC2CCCCC2)nnc1-c1ccco1	-5.8	4.6	-8.0	0.1	1.1	-2.0	-4.3	7.9	5.7
CN1CCC(NC(=S)NC2CC2)CC1	0.6	3.9	6.8	-0.6	5.3	-9.0	-1.9	0.3	2.6
CN(C)CCNC(=O)c1ccc(COc2ccc(Cl)cc2Cl)cc1	-7.4	0.2	-28.8	-1.9	0.7	5.7	-10.0	-77.1	6.4
CCCCN1C(=O)C(=O)NC[C@@H]1C(C)CC (stereo partly drawn)	-1.6	1.6	-8.9	-4.5	-3.9	1.3	2.7	12.8	3.6
COCCNS(=O)(=O)c1ccc2c(c1)n(C)c(=O)n2C	8.9	1.0	0.4	-1.0	3.1	2.6	2.4	3.3	11.0
COCc1cc(C)nc2sc3c(=O)oc(C)nc3c12	-5.3	-0.9	-7.1	1.9	8.6	14.8	-0.1	5.8	6.5
CCCCC1CCC(c2nc(-c3ccccn3)no2)CC1 (stereo not drawn)	8.0	8.2	1.3	4.9	28.6*	7.3	7.0	-12.2	-4.3
CCN(CC)CC(=O)Nc1c(C#N)cnn1-c1ccccc1	1.5	2.6	-7.7	-0.5	2.4	.	-0.2	2.6	.
Cc1cc(NC(=O)CSc2nc(=O)n(CCN(C)C)c3c2CCCC3)no1	-0.1	1.8	1.5	2.2	5.5	-0.8	14.9	-0.8	9.8
Cc1nc(SCc2ccccc2F)c2cnn(-c3ccccc3)c2n1	-2.9	1.3	13.1	2.3	1.3	.	1.2	-0.1	.
O=C(CCN1C(=O)C2CCCCC2C1=O)N1CCN(S(=O)(=O)c2cccc(F)c2)CC1 (stereo not drawn)	2.0	1.6	-3.1	8.7	7.0	0.7	5.6	9.9	2.8
COc1cccc(-c2nnn(CCC(=O)O)n2)c1	4.8	3.2	-9.4	-0.3	1.0	-6.9	-3.9	-4.5	5.1
FC(F)(F)c1ccccc1CNCc1ccncc1	-18.8	2.9	4.3	-1.8	-2.1	-2.5	-4.0	-5.9	7.9
O=C(/C=C/c1ccc(S(=O)(=O)N2CCOCC2)cc1)NC(=S)Nc1ccc(N2CCOCC2)cc1	-1.4	-1.2	6.6	-0.1	5.7	3.7	0.1	2.9	-7.8
C[C@H](CO)N1C[C@H](C)[C@H](CN(C)S(=O)(=O)c2cccs2)Oc2ccc(NC(=O)Nc3ccc4c(c3)OCO4)cc2CC1=O	.	.	.	1.9	.	17.5	.	36.0	27.7*
COc1ccc(S(=O)(=O)NC2CC2)cc1Cl	6.0	0.9	8.7	0.4	3.5	0.5	4.4	-8.9	8.3
COc1ccc(C2CC(c3cccs3)=NN2c2ccccc2)cc1 (stereo not drawn)	0.3	-2.3	15.8	-1.8	-0.3	2.1	7.0	-0.1	8.4
CCCCn1c(SCC(=O)Nc2cccc(C)n2)nnc1-c1ccco1	0.4	0.3	9.5	2.8	6.4	-1.6	0.9	-8.2	-4.1
Cc1ccc(CN2CCN(/N=C\C=C\c3ccccc3)CC2)cc1	-8.1	8.2	1.6	-0.7	15.0	1.9	12.9	17.7	-5.3
O=C(Nc1ccc2nc(-c3ccco3)[nH]c2c1)c1ccco1	-0.3	1.2	7.6	-2.1	-2.9	-6.6	-3.2	29.9	1.2
Cc1c(NC(=S)Nc2ccccc2)c(=O)n(-c2ccccc2)n1C	-3.5	-0.2	13.9	-3.1	-4.2	-6.0	1.8	-3.6	3.8
O=C(O)COc1ccc(NC(=O)c2ccc3c(c2)C(=O)N(C2CCCCC2)C3=O)cc1	-9.1	2.0	1.3	-5.0	20.7	-3.0	-2.8	-0.9	8.3
O=C(CSc1ncn[nH]1)c1cc2ccccc2o1	7.3	0.2	10.0	-5.7	-2.6	-2.7	2.8	-6.5	6.7
Cc1cn2c(=O)c(C(=O)N3CCN(c4ccccc4)CC3)cnc2s1	14.5	7.0	-7.4	-4.6	7.7	2.3	0.6	23.8	3.4
COc1cc([N+](=O)[O-])cc(/C=N/NC(=O)c2cc(C)nc3ccccc23)c1O	4.0	3.0	-7.3	-2.4	4.3	-9.1	-4.1	0.4	15.8
Cc1cnc(C(=O)OCC(=O)N(Cc2ccccc2)C(C)(C)C)cn1	.	.	.	-1.6	.	3.9	.	19.4	3.6

# Quoted from the listing:
# Cc1cnc(C(=O)OCC(=O)N(Cc2ccccc2)C(C)(C)C)cn1 – PREPL inh = 19.4
# COCc1cc(C)nc2sc3c(=O)oc(C)nc3c12 – PAFAH2 inh = 14.8

# Other structures:
mol	EBNA-1 inhibitor	LYPLA1 counter	ZTA counter	PAD4 FP inh	LYPLA2 counter	PAFAH2 inh	GSTO1 inh	PREPL inh	PAFAH1B3 inh
COCCNC(=O)c1ccc2ccccc2n1	-5.7	-2.7	-7.5	-1.2	4.8	-3.7	1.9	1.1	9.4
NC(=O)c1cc2ccccc2oc1=NCc1ccccc1	0.3	0.5	8.5	-0.7	1.3	4.4	2.9	10.0	-1.8
CN1CCN(C(=O)CSc2nnc(COc3ccc(Cl)cc3)o2)CC1	-2.3	-2.8	13.9	-8.2	0.1	-4.3	7.8	20.2	0.7
O=S(=O)(c1ccc(SCCOc2ccccc2)nc1)N1CCCC1	.	-1.4	-4.0	2.4	7.3	6.7	.	5.6	3.4
CCOC(=O)NCc1ccc2c(c1)OCO2	-3.6	-4.9	13.9	3.0	-2.9	-4.6	-8.8	-4.7	9.6
COc1ccc(N(CC(=O)Nc2nccs2)S(=O)(=O)c2c(C)nn(C)c2C)cc1	1.9	2.1	4.0	-0.8	5.6	-3.2	0.4	3.5	-3.6
CC(C(=O)NC(=O)NC1CCCCC1)N1CCN(C(c2ccccc2)c2ccccc2)CC1 (stereo not drawn)	-8.4	-3.1	-13.2	1.8	-4.7	-0.6	-2.7	4.7	-12.3
O=C1CC[C@H](OCc2ccccc2)CCN1[C@H](CSc1ccccc1)Cc1ccccc1	-1.7	-2.7	7.0	-1.2	-6.0	1.1	11.8	5.3	-7.7
c1cnc(N2CCN(Cc3c[nH]c4ccccc34)CC2)nc1	6.3	1.1	9.6	-1.4	1.6	-0.5	8.8	3.5	7.2
Cc1ccc(C(=O)NC2CCCC(C)C2C)cc1S(=O)(=O)N1CCCCC1 (stereo not drawn)	-2.1	-0.9	-3.0	-1.3	-1.0	3.6	-1.2	-3.5	0.1
Cc1ccc(S(=O)(=O)N2CCN(C(=O)CC(C)n3nc(C)c(Cl)c3C)CC2)cc1 (stereo not drawn)	-14.9	-4.5	10.5	-1.9	3.3	-1.7	-8.6	23.1	6.0
Cc1ccc(S(=O)(=O)Nc2ccc(NC(=O)c3cccs3)cc2)cc1	-3.2	2.2	-10.2	-3.5	2.2	2.2	-11.7	-40.1	9.7
CCOc1ccc2nc(N(CCN(C)C)C(=O)c3ccc4c(c3)CCCC4)sc2c1	10.0	-0.3	14.7	1.7	8.9	1.6	3.2	9.0	10.0
O=C(C1CCCO1)N1CCN(c2ccccn2)CC1 (stereo not drawn)	1.7	0.7	5.6	0.4	-0.8	1.8	6.5	-6.4	7.0
COc1ccc(/C=C(/NC(=O)c2ccccc2)C(=O)N2CCCC2)cc1OC	3.0	3.4	-7.8	4.7	1.6	3.7	3.7	16.7	5.0
CSc1ncc(C(=O)Nc2ccc(C)cc2C)c(C)n1	-3.2	-3.0	-8.8	1.2	-0.9	0.6	2.7	2.5	9.2
CCOc1ccc(N2CC(C(=O)Oc3ccccc3)CC2=O)cc1 (stereo not drawn)	-7.3	-4.4	-10.9	-2.2	-10.4	7.2	-6.5	2.4	-2.0
Cc1cccc(-n2ncc3c(=O)[nH]c(SCC(=O)Nc4cc(C)on4)nc32)c1	.	.	.	1.2	.	8.7	.	10.4	12.6
CCOc1ccc(-c2c(C(=O)N/N=C(\C)c3ccncc3)nnn2-c2nonc2N)cc1	-15.7	-0.2	-0.2	-4.2	-4.0	1.2	-4.5	8.5	-2.6
COc1ccccc1CC1(C)NC(=O)N(CC(=O)N2CCc3ccccc3C2)C1=O (stereo not drawn)	7.8	1.9	1.1	-5.2	5.7	4.0	6.6	-1.1	7.6
O=C(c1ccco1)c1n[nH]nc1-c1ccccc1	-10.3	-1.5	-2.9	-7.6	-2.2	2.7	-14.6	8.9	2.1
CC1CCc2cc(F)ccc2N1C(=O)CCC(=O)O (stereo not drawn)	5.9	-1.4	-8.3	-0.3	-3.7	5.5	-1.7	16.9	7.5
N#CC1=C(N)Oc2c(O)cc3ccccc3c2C1c1ccsc1 (stereo not drawn)	1.1	-5.8	8.4	3.2	-10.0	8.6	-10.5	0.3	4.2
O=C(N/C(=C\c1cccc([N+](=O)[O-])c1)C(=O)N1CCOCC1)c1ccc([N+](=O)[O-])cc1	0.0	2.0	9.1	-0.9	0.9	6.5	0.7	-3.2	1.2
CC1(C)Cc2c(c(N3CCOCC3)nc3sc4c(NN)ncnc4c23)CS1	11.3	-1.5	1.6	1.9	2.5	4.6	-5.7	23.8	3.9
COc1ccc(/C=N/NC(=O)CNc2c(Br)cc(C)cc2Br)c(C(=O)O)c1OC	2.2	-4.5	-2.4	4.3	-7.5	4.4	-1.1	1.7	6.8
Cc1ccc2nc(NNC(=O)c3ccc(S(=O)(=O)N4CCc5ccccc5C4)cc3)sc2c1	7.8	-11.5	7.3	-1.5	-6.2	-3.3	-8.9	3.6	18.4
CC12CCCCC1NS(=O)(=O)OC2 (stereo not drawn)	11.5	0.9	-1.6	-0.6	-8.5	-1.2	6.5	1.8	6.6
COc1ccc(C(=O)Nc2ccc(Nc3ccccc3)cc2)cc1Br	-4.8	-9.2	4.5	3.5	-10.2	9.5	-10.7	15.4	13.1
Cc1ccc(NC(=O)N2CCc3ccccc32)cc1C	-3.0	0.1	-1.5	-4.0	1.4	8.2	1.8	9.3	3.6
CCN1CCN(c2sc(S(C)(=O)=O)nc2S(=O)(=O)c2ccc(Cl)cc2)CC1	-5.6	2.0	2.7	-0.4	4.4	-7.9	-3.5	15.5	4.2
FC(F)Sc1ccc(NC(=S)NCc2ccccc2)cc1	-1.6	-11.6	1.7	-6.0	-8.1	0.2	1.8	-5.7	-7.2
Cc1cccc(C(=O)OCN2C(=O)c3ccccc3C2=O)c1[N+](=O)[O-]	4.1	-0.6	-9.0	-1.9	18.3	24.4	27.6	5.7	1.6
CCCCCC(=O)N1CC2(CC(c3cccc(NC(=O)[C@@H]4CCC(=O)N4)c3)=NO2)C[C@@H]1C(N)=O (stereo partly drawn)	-10.7	2.2	-3.1	-4.1	5.6	0.8	4.2	3.1	-6.5

# Screens from PubChem BioAssay.
